# Bioassay records as filed in PubChem.
# Lipid storage S3: qHTS Assay for Lipid Storage Modulators in Drosophila S3 Cells; Drosophila S3 cells, BODIPY lipid droplet fluorescence, 18-24 h; cells fed with added oleic acid; Potency in µM for hits, for the others lipid storage change, negative = inhibition, % at the top dose, mostly 46.1 µM; hit rate 0.64% among 320,000; active = well fitted inhibition curve with a large enough effect in the signal ratio, with a control signal flat, not every such curve was filed as active; inconclusive = small, poorly fitted or top-dose-only effect, or effect the other way, or a change in a side signal; the % refers to the signal ratio
#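 Drosophila S3 cells loaded with oleic acid (400 uM, as added) and compounds at several concentrations; lipid droplets imaged by 488-nm laser-scanning cytometry, 500–530 nm intensity and object ratio to cell channel. Percent activity normalized to 20 uM Triacsin C.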
# Lipid storage S3 cell count max: further read-out of Lipid storage S3, marked with its call; cell number change, %; measured here: cell count max response;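 cells counted by Cell Tracker Red CMTPX staining in the red channel; peak over a dose series mostly up to 46.1 µM; percent activity relative to internal control wells on each plate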
# * hit, by the source's call; i = inactive; u = inconclusive; x = no result given; [ ] = dose if it differs, or a comment. % is scaled to controls: 0 for no effect and ±100 for the full control effect; potency is read from the fitted curve at half-maximal effect. Not all compounds are listed; count on the stated rates, not on these rows.
# Order of results – Lipid storage S3	Lipid storage S3 cell count max
> CC(=O)c1cccc(NC(=O)CCCN(C)S(=O)(=O)c2ccc(F)cc2)c1
 : i	6.4
> COc1cc(/C=N/Nc2nc(C)cc(C)n2)cc(OC)c1OC
 : u	x
> Cc1c(Cl)ccc2sc(NC(=O)C3CC3)nc12
 : u	x
> CC(NC(=O)Cc1ccccc1)c1nc2ccccc2[nH]1 (stereo not given)
 : i	x
> CCc1nn(CC(=O)N2CCN(c3ccc(OC)cc3)CC2)c(=O)c2cc3occc3n12
 : u	x
> CCC(=O)Nc1cc2nn(-c3ccc(C)cc3)nc2cc1C
 : 3.0%	0.6
> COc1ccc(F)cc1CN1CCN(c2ncnc3scc(-c4ccccc4)c23)CC1
 : u	x
> COc1ccc(S(=O)(=O)N(CCc2ccccc2)CC(=O)N2CCOCC2)cc1
 : u	x
> Cc1c(C(=O)c2ccc(Cl)cc2[N+](=O)[O-])c2ccccn2c1CCC#N
 : u	x
> COCCCn1c(=S)[nH]c2c(sc3ccccc32)c1=O
 : -4.2%	-11.4
> COc1ccccc1/C=C/C(=O)OCC(=O)NC1CC1
 : u	x
> CN1CCN(C(c2cccs2)c2nnnn2Cc2ccc(F)cc2)CC1 (stereo not given)
 : 27.1%	16.3
> COC(=O)c1cc(Oc2ccc(C(=O)OC)cc2N)cc(C(=O)OC)c1
 : i	x
> COc1cccc(CN2CCN(C(=S)NCc3ccc(Cl)cc3)CC2)c1
 : -13.2%	3.4
> CC1CCCCC1NC(=O)COC(=O)CCC(=O)c1cccs1 (stereo not given)
 : u	x
> COc1ccc(CN(C)C(=O)c2ccc(NS(=O)(=O)c3ccc(F)cc3)cc2)c(OC)c1
 : -32.3%	3.7
> O=C1NC(=O)C(=C2CCCCCC2)S1
 : u	x
> O=C(CSc1ncccc1C(=O)O)NC1CCCCCCC1
 : -8.4%	9.0
> COc1cccc(N2C(=O)C3CCCN3C2c2ccc(F)cc2)c1 (stereo not given)
 : u	x
> CCn1c(CC(=O)Nc2ccccc2)nnc1SCC(=O)Nc1nnc(C)s1
 : i	19.6
> CCOC(=O)C1CCCN(c2ncnc3c2cnn3-c2ccc(Cl)cc2)C1 (stereo not given)
 : u	x
> CCN(CC(=O)Nc1cc(Cl)ccc1C)C(=O)COc1ccccc1F
 : u	x
> CN(C)c1ccc(-c2noc(C3CCN(S(=O)(=O)c4cccc(C(=O)O)c4)CC3)n2)cc1
 : -3.1%	7.6
> CCc1nc(C)cn1S(=O)(=O)c1cc(Br)ccc1OC
 : u	x
> NC(=O)CC(NC(=O)Cc1ccc(Br)cc1)c1ccc(NC2CC3CCC2C3)c([N+](=O)[O-])c1 (stereo not given)
 : u	x
> O=C(OCc1ccc([N+](=O)[O-])cc1)C1CCN(S(=O)(=O)c2ccccc2)CC1
 : u	x
> CC(C)Cc1nc2sc3c(=O)[nH]cnc3c2c2c1CCC2
 : u	x
> COc1ccc(/C=C/C(=O)Nc2cc(C(F)(F)F)ccc2Cl)cc1OC
 : u	x
> CSc1nc(N2CCOCC2)cc(N2CCOCC2)n1
 : 12.1%	23.1
> O=C(NCc1ccc2c(c1)OCO2)Nc1ccc2ccccc2c1
 : 20.8%	1.6
> COc1ccc(CNC(=O)C2CC=CCC2C(=O)O)cc1OC (stereo not given)
 : u	x
> CC1=C(CC(=O)NCC(=O)NCC(=O)O)c2cc(F)ccc2/C1=C/c1ccc(S(C)=O)cc1 (stereo not given)
 : u	x
> Cc1ccc2nc(C(=O)N3CCc4c([nH]c5ccccc45)C3c3ccccn3)cn2c1 (stereo not given)
 : u	x
> Cc1cccc(C(=O)N/C(=C\c2ccco2)C(=O)N2CCCC2)c1
 : u	x
> COc1ccc(COC(=O)NNC(=O)c2ccccc2Cl)cc1
 : u	x
> CCOC(=O)CNC(=O)CSc1nnnn1-c1cc(C)ccc1C
 : u	x
> NNC(=O)c1nc(Cl)c(Cl)c(N)c1Cl
 : 7.5%	11.5
> Cc1nc(CNS(=O)(=O)c2ccc3c(c2)CCCC3)cs1
 : i	x
> NS(=O)(=O)c1ccc(CCNC(=O)COC(=O)/C=C/c2ccc(OC(F)F)cc2)cc1
 : u	x
> COC(=O)c1ccc(C(=O)Nc2ccc3nc(-c4cccnc4)[nH]c3c2)cc1
 : u	x
> Cc1cccc(-c2nc(CSCC(=O)NCc3cccs3)c(C)o2)c1
 : u	x
> N#Cc1ccc(/C=C/C(=O)c2ccccc2)cc1
 : u	x
> Cc1csc(=O)n1CC(=O)OCC(=O)NCc1ccc(F)cc1
 : u	x
> NS(=O)(=O)c1ccc(CCNCC(=O)NC2CC2)cc1
 : -3.6%	4.9
> COc1ccc(C)cc1C(=O)CCC(=O)NC1CCCCC1
 : i	x
> CCOC(=O)c1c(C)c(C(=O)N2CCN(c3ccc(F)cc3)CC2)c(C)n1C
 : 2.5%	10.5
> O=C(O)CC1(CC(=O)N2CCN(CCO)CC2)CCCC1
 : u	x
> Cc1ccc(C(=O)OCC(=O)NCCc2ccccc2)cc1S(=O)(=O)N1CCOCC1
 : u	x
> CCC(=O)N1CCN=C1SCc1ccccc1Cl
 : u	x
> Nc1nnc(COc2ccc(Br)cc2Br)s1
 : u	x
> Clc1ccc(CNCCC2=CCCCC2)cc1
 : u	x
> NC1=NC[C@@H](Cc2ccc(O)cc2)N1CC1CCCCC1
 : -9.3%	15.5
> CCOc1ccc(NC(=S)N2C3CCCC2CC(NC(=O)C2CC2)C3)cc1 (stereo not given)
 : i	11.2
> O=C(NC1CCCCC1)OCCN1CCN(Cc2ccccc2)CCC1=O
 : 4.2%	1.8
> CNC(=O)COC(=O)C1CCN(S(=O)(=O)c2ccc3c(c2)OCCO3)CC1
 : 13.4%	11.6
> Cc1ccc(NC(=O)CSCc2cc(=O)n3cc(C)sc3n2)c(C)c1
 : i	3.1
> COc1ccc(/C(O)=C2/C(=O)C(=O)N(c3ncccn3)C2c2ccc(F)cc2)cc1 (stereo not given)
 : u	x
> CCOc1ccc(/C=N/Nc2cc(C)nc(N3CCOCC3)n2)cc1
 : -1.3%	-7.6
> C(=N\Nc1nn[nH]n1)/c1ccccc1
 : u	x
> Cc1ccc(OCCN(C)C(=O)C2CCC(=O)N(CC3CCCCC3)C2)cc1 (stereo not given)
 : i	x

# Structures listed so far that contain bromine, in the order listed:
# Order of results – Lipid storage S3	Lipid storage S3 cell count max
> CCc1nc(C)cn1S(=O)(=O)c1cc(Br)ccc1OC
 : u	x
> NC(=O)CC(NC(=O)Cc1ccc(Br)cc1)c1ccc(NC2CC3CCC2C3)c([N+](=O)[O-])c1 (stereo not given)
 : u	x
> Nc1nnc(COc2ccc(Br)cc2Br)s1
 : u	x

# Arranged by heavy-atom count (high to low): four of the compounds above
# Order of results – Lipid storage S3	Lipid storage S3 cell count max
> COc1ccc(S(=O)(=O)N(CCc2ccccc2)CC(=O)N2CCOCC2)cc1
 : u	x
> COc1ccc(CNC(=O)C2CC=CCC2C(=O)O)cc1OC (stereo not given)
 : u	x
> Clc1ccc(CNCCC2=CCCCC2)cc1
 : u	x
> C(=N\Nc1nn[nH]n1)/c1ccccc1
 : u	x

# Continuation.
# Order of results – Lipid storage S3	Lipid storage S3 cell count max
> CCOc1ccc(-n2c(C)cc(/C=N\NC(=O)CC(=O)NC3CCCCC3)c2C)cc1
 : u	x
> Cc1cccc(C)c1NC(=O)CN1CCN(CC(=O)c2cc(C)n(C3CC3)c2C)CC1
 : u	x
> COC(=O)C(CCCCNC(=O)OCc1ccccc1)NC(=O)CN (stereo not given)
 : -51.9%	-7.0
> O=C(c1ccco1)N1CCN(C(=O)C2CCCN(S(=O)(=O)Cc3ccccc3)C2)CC1 (stereo not given)
 : u	x
> CC1CCCN(c2nc3c(c(=O)n(C)c(=O)n3C)n2CCSc2nc3ccccc3o2)C1 (stereo not given)
 : i	6.1
> CC1(C)OC(=O)C(=CSc2ccc(C(C)(C)C)cc2)C(=O)O1
 : u	x
> COc1cccc(-c2cc3nc(-c4ccccc4)cc(=O)n3[nH]2)c1
 : 7.4%	0.9
> CN(CC(=O)Nc1ccc(N2CCOCC2)cc1)C(=O)c1cn(-c2ccccc2)nc1-c1ccccc1
 : 2.4%[0.0737 µM]	x
> O=C(NCc1ccccc1)/C(=C/c1ccccc1)NC(=O)c1ccco1
 : u	x
> COc1ccc(-c2cc(C)no2)cc1S(=O)(=O)N(C)c1ccc(C)cc1
 : i	-26.4
> CCOc1ccccc1C(=O)NC(C(=O)Nc1cccc(S(N)(=O)=O)c1)C(C)C (stereo not given)
 : 10.1%	17.0
> CC(C)CC(=O)NC(=S)Nc1ccc(NC(=O)c2ccco2)cc1
 : u	x
> CCOC(=O)C1=C(C)NC(C)=C(C(=O)OCC)C1C
 : u	8.6
> CCc1nnc(SCc2cn3c(C)cc(C)nc3n2)n1N
 : i	x
> COC(=O)c1cc(-c2c(-c3cc(OC)c(OC)c(OC)c3)noc2C)cc([N+](=O)[O-])c1
 : u	x
> Cc1nnsc1C(=O)Nc1ccc(S(=O)(=O)N2CCCCC2C)cc1 (stereo not given)
 : u	x
> CC(=O)c1nnn(-c2ccccc2C#N)c1C
 : -0.6%	25.6
> COc1ccc(/C(C)=N/NC2=NCCN2)cc1Cl
 : i	x
> Cc1cc(C)n2nnnc2c1C#N
 : u	x
> COc1cc(NC(=O)c2ccc(F)cc2)c(OC)cc1NC(=O)CN1CCOCC1
 : 16.3%	-1.3
> Cc1nn(CCC(=O)NNC(=S)Nc2cccc(Cl)c2)c(C)c1[N+](=O)[O-]
 : 13.9%	11.5
> O=C(O)c1ccc(Nc2nc3ccc(Cl)cc3[nH]2)cc1
 : u	x
> Cc1ccc(NC(=S)N2CCN(c3ccccn3)CC2)c(C)c1
 : u	x
> O=[N+]([O-])c1ccc(Sc2nccn2Cc2ccccc2)cc1
 : -5.5%	4.1
> COc1ccc(OC)c(CC(NC(C)=O)C(=O)NC2CCN(S(=O)(=O)c3ccc(NC(C)=O)cc3)CC2)c1 (stereo not given)
 : u	x
> Cc1ccc(S(=O)(=O)NCCC2(C(C)C)CCOC(C)(C)C2)cc1 (stereo not given)
 : -8.8%	0.2
> CC(C)(C)c1cc(C(=O)NCc2cc(F)cc3c2OCOC3)n(Cc2ccccc2)n1
 : u	x
> COC(=O)C(OC(=O)c1ccccc1)C(C)Br (stereo not given)
 : -0.1%	-4.3
> Cc1cc(NC(=O)c2coc(=O)c(Br)c2)ccc1C(C)C
 : 6.7%	0.1
> CCOC(=O)N1CCC(n2c(=S)[nH]c3ccccc3c2=O)CC1
 : i	x
> Cc1ccc(Cn2c(C(=O)NCCCN3CCOCC3)cc3sccc32)cc1
 : u	x
> Cc1cccc(-n2c(O)c(C=Nc3cccc(O)c3)c3ccccc3c2=O)n1
 : u	x
> O=C(NCc1cccs1)c1ccc(Br)o1
 : 6.9%	-0.2
> Cc1cc(C)cc(OCC(=O)Nc2nc(-c3cccnc3)cs2)c1
 : u	x
> COc1ccccc1C1c2[nH]c3ccccc3c2C[C@H]2C(=O)N(C3CCN(Cc4ccccc4)CC3)CC(=O)N12 (stereo not given in full)
 : 9.1%	-7.8
> COc1ccc(NC(=O)CN(C)C(=O)CC2CCCCC2)cc1
 : 2.7%[0.0737 µM]	9.8
> Cc1cc(C)n(S(=O)(=O)c2cccc(Cl)c2Cl)n1
 : 5.4%	-21.9
> COc1cccc(/C=N/NC(=O)CCn2nnc3ccccc32)c1
 : 5.9%	7.4
> CCC1(c2ccccc2)NC(=O)N(CC(=O)Nc2ccccc2C(=O)N2CCCCC2)C1=O (stereo not given)
 : u	x
> CCC(C)NC(=O)COc1ccccc1[N+](=O)[O-] (stereo not given)
 : 16.4%	6.3
> CN(C)c1nc(N(C)C)n(Cc2c(Cl)cccc2Cl)n1
 : u	x
> CCNCc1cc(OCC)c(OCC(=O)NCCc2ccccc2)cc1Cl
 : -2.9%	1.2
> COc1ccc(CC(=O)Nc2ccccc2NC(=O)c2ccco2)cc1OC
 : 4.0%	1.5
> COC(=O)C1CCN(C(=O)COc2ccc(Cl)cc2)CC1
 : u	x
> COC(=O)[C@H](Cc1ccccc1)NC(=O)c1cc(COc2c(F)cccc2F)on1
 : u	x
> Cc1ccccc1NC(=O)C1CC(=O)N(c2ccccc2F)C1 (stereo not given)
 : u	x
> C=CCN1C(=O)CSc2ccc(C(=O)NCc3ccc(F)cc3)cc21
 : u	x
> CCOC(=O)CC(NC(=O)Cn1nnc(-c2ccccc2F)n1)c1ccccc1Cl (stereo not given)
 : 0.8%	-1.3
> CC(=O)c1cc2ccc(O)cc2oc1=O
 : -5.5%	12.9
> O=C(COC(=O)c1cc([N+](=O)[O-])ccc1N1CCOCC1)Nc1c(Cl)cccc1C(F)(F)F
 : 4.6%	14.2
> COc1ccc(C(=O)NCc2ccc(C(=O)O)o2)cc1
 : i	16.8
> CC(OC(=O)C1CC1C)C(=O)Nc1ncc(Cl)cc1Cl (stereo not given)
 : u	x
> CCCOC(=O)c1ccc(NC(=O)c2nc3nc(C)cc(C)n3n2)cc1
 : u	x
> Cc1ccc(NC(=O)COc2ccccc2[N+](=O)[O-])nc1
 : u	x
> COc1ccccc1NC(=O)Cn1c(C)cc(=O)c2cccc(OC)c21
 : u	x
> Cn1c(NC(=S)Nc2ccccc2)nc2ccccc21
 : u	x
> CC(C)(C)C1CCC(=NNc2ncc(C(F)(F)F)cc2Cl)CC1 (stereo not given)
 : u	x
> O=C(COC(=O)/C=C/c1ccc(OC(F)F)cc1)NCCN1C(=O)CSC1=O
 : 22.4%	-3.9
> Cc1ccn(CC(=O)N/N=C/c2cc([N+](=O)[O-])ccc2O)n1
 : u	x
> Cc1nnc(NC(=O)c2ccc3ccccc3c2)s1
 : u	x
> Cc1nc(N2CCN(S(=O)(=O)c3ccccc3C#N)CC2)c2c(-c3cccs3)csc2n1
 : u	x
